Bioassay records deposited in PubChem BioAssay by Broad Institute.
RAD54 branch: inhibitors of human RAD54 branch migration | Q92698 | RAD54 Holliday junction branch migration, FAM/BHQ fluorescence | inhibition, % at 10.4 µM | hit rate 0.14% among 360,000 | AID 602329;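 active means mean normalized replicate activity at least 40 and at least half of replicates scoring 40 or more; inconclusive means only one of the two criteria met; inactive means mean below 40 and under half of replicates reaching 40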;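 further: 0% = median of neutral control wells and 100% = median of positive control wells; inhibitors cause a drop in the FAM fluorescence signal; in these data hits start at about 50%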
Xi reactivation: X-chromosome reactivation activator; XiGFP mouse fibroblasts, % GFP-positive cells imaging, 3 d; cells co-treated with 5-aza-dC sensitizer; scaled so ellipticine positive control = 100%; activation, % at 7.58 µM; hit rate 0.055% among 360,000; AID 743238;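 active means mean normalized replicate activation at least 10% and every replicate at or above 10%; inconclusive means only one of the two criteria met; inactive means mean below 10% and not all replicates reach 10%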;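 further: 0% = median of on-plate neutral control wells and 100% = ellipticine 6 µM median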
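Material: SV40-immortalized XiGFP fibroblast cells, line 68-5-11 | Buffer or medium: DMEM containing 5-aza-dC | Dosing: One concentration, pinned | Times: 3 d treatment, 15 min room-temperature fixation | Controls: Ellipticine 6 µM positive control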
S100A4 MyoIIA: blocks human S100A4 binding to myosin IIA peptide. P26447. S100A4/TAMRA-MyoIIA peptide fluorescence polarization. inhibition, % at 10.7 µM. hit rate 0.14% among 360,000;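 active means mean inhibition of at least 70% across replicates, with every replicate also reaching that level; inconclusive means mean inhibition reaches 70% but some replicates fall short; inactive means mean inhibition below 70%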
Target sequence (P26447 whole entry, looked up): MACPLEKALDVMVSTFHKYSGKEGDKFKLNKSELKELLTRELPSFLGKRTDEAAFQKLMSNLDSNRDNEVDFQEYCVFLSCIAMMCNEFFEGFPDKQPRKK
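Test system – S100A4 monomer (human) · Compound – single-point compound testing · Schedule – 5 min incubation before reading · Probe or stimulus – TAMRA-labelled myosin IIA heavy-chain peptide probe, 5 nM · Benchmarks – neutral control DMSO, positive control TFP · Medium – Calcium-containing HEPES buffer, pH 7.2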
E-sel inducer: E-selectin induction on HUVECs | P16581 | HUVEC E-selectin immunofluorescence imaging; normalized: neutral wells 0, TNF-alpha wells 100 | activation, % at 7.58 µM | hit rate 0.37% among 260,000 | AID 686992;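 active means mean E-selectin-positive cell signal at least 10% of the positive control, reached in at least 60% of replicates, without over 20% cell loss; inconclusive means no rule given, readout overlaps actives, possibly toxicity-flagged; inactive means the rest, including those meeting only one limit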;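 further: in these data hits start at about 27%; measured in HUVEC primary endothelial cells; signal is the percent of cells scored E-selectin positive by PE staining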
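Read-out: % PE-positive cells | Test system: HUVEC | Doses: One compound dose added by pin transfer | Buffer or medium: EGM-2 over gelatin coat | Signal: Immunofluorescence imaging | Benchmarks: TNF-alpha, DMSO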
RAD52 inh: inhibitors of human RAD52 DNA annealing; hit rate 0.46% among 360,000; inhibition, % at 18.7 µM; recombinant RAD52 DNA annealing, FRET fluorescence; P43351;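 active means every replicate showing at least 50% inhibition; inconclusive means mean inhibition at least 50% but not in every replicate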
Target sequence (P43351 whole entry, looked up): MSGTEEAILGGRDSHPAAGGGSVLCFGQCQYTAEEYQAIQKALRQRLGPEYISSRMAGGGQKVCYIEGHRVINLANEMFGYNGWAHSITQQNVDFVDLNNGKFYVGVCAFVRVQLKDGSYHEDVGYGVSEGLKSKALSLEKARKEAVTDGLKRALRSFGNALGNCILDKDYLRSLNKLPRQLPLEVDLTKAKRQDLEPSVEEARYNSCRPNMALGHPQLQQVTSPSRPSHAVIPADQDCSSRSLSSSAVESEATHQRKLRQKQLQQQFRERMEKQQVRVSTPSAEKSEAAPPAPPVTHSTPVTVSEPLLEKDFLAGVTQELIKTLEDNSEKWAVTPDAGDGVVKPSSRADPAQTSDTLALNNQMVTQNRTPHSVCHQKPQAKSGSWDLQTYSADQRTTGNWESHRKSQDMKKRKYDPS
ERp5 inh: inhibitors of human ERp5. Q15084. ERp5 insulin aggregation, absorbance 650 nm, 90 min. inhibition, % at 9.99 µM. hit rate 0.05% among 350,000. AID 651711;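 active means mean replicate inhibition above about 25%, with every replicate also reaching it, limit read from the data, passing the limit was not always enough; inconclusive means only one of those two criteria met; inactive means neither criterion met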
Target sequence (Q15084 whole entry, looked up): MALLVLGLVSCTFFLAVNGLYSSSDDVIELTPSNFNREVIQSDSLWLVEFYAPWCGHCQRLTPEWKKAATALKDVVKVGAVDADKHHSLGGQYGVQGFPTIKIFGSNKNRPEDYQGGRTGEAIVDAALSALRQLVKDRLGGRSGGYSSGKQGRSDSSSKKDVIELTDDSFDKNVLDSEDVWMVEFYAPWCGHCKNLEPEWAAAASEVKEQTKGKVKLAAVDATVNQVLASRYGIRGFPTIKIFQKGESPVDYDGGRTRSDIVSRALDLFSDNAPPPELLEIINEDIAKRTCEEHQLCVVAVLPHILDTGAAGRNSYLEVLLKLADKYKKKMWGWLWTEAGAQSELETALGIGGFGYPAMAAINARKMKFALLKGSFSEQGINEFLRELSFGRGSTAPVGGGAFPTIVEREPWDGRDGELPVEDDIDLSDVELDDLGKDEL
esBAF inh: SWI/SNF esBAF complex inhibition | mouse ES cells, Bmi1-luciferase knock-in reporter, 24 h; 100% = twice the neutral-well signal | AID 602393 | reporter increase, % at 12.5 µM | hit rate 2% among 350,000; in the data active means activation above about 40%; inconclusive means no clear call, values can overlap the other calls;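 further: 0% = median of the plate's neutral control wells and 100% = double that signal; a rise in the Bmi1 reporter signal indicates esBAF inhibition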
ERAP1 HTS inh: blocks human ERAP1 aminopeptidase activity. Q9NZ08. recombinant ERAP1, Leu-AMC fluorescence, 60 min. inhibition, % at 10.7 µM. hit rate 0.15% among 340,000. AID 652197;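 active means mean replicate inhibition of at least 30%, or all replicates individually reaching that 30% level; inactive means mean below 30% and not every replicate reaching it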;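 further: 0% = neutral control wells and 100% = L-leucinethiol positive control wells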
* marks the source's active call; other numbers are inactive results; ? = inconclusive; . = not tested or not shown; & = joins results of further samples. Random draw from the library; any-hit rate near 2.5%.

SMILES	RAD54 branch	Xi reactivation	S100A4 MyoIIA	E-sel inducer	RAD52 inh	ERp5 inh	esBAF inh	ERAP1 HTS inh
CCOc1ccc(NC(=O)c2sccc2-n2cccc2)cc1	.	0.1	-3	.	-16	7	.	5
CN(CC(=O)Nc1ccc(N2CCOCC2)cc1)C(=O)c1cc(F)c(F)cc1Cl	1	0.0	0	-0.3	-11	-4	8	0
COc1ccc(NC(=O)N(C)C[C@@H]2Oc3ncc(C#CC(C)C)cc3C(=O)N([C@@H](C)CO)C[C@@H]2C)cc1	1	0.2	14	0.0	15	3	-5	0
COc1ccc(NS(=O)(=O)c2ccc3c(c2)N(C(C)=O)CCS3)cc1	5	0.0	-2	.	-10	-2	-5	-1
C[C@@H]1CN([C@H](C)CO)C(=O)c2cc(C#CCc3ccccc3)cnc2O[C@@H]1CN(C)Cc1cccc(F)c1	8	-0.7	-12	0.6	13	-6	10	3
O=C1OC(c2ccccc2)(c2ccc3cc(O)ccc3c2)c2ccccc21 (stereo unspecified)	11	0.0	2	.	0	3	-1	-6
N#Cc1c(SCC(=O)OCc2ccccc2)nsc1SCC(=O)OCc1ccccc1	-7	.	-4	.	-4	-1	-8	2
O=C(COc1ccc2c3c(c(=O)oc2c1)CCC3)NCC1CCC(C(=O)O)CC1 (stereo unspecified)	-8	0.2	4	.	-18	-1	0	-47
COc1ccccc1NC(=O)COC(=O)C1CC1	.	0.0	-4	.	1	-1	.	-3
C[C@@H]1CN([C@H](C)CO)C(=O)CCCn2cc(nn2)CO[C@@H]1CN(C)C(=O)Nc1ccc(F)cc1	-2	-0.1	1	0.3	-1	-1	1	2
CCOC(=O)[C@]12CCC=C1N(Cc1ccc(Cl)cc1Cl)C(=O)[C@H](CC(=O)NCCCOC)C2	.	0.2	-7	-0.6	-3	-1	.	.
C[C@@H]1CN([C@H](C)CO)S(=O)(=O)c2ccc(-c3cccnc3)cc2O[C@H]1CN(C)C(=O)c1cccc(F)c1	-6	0.4	5	-0.2	-3	2	2	-2
Cc1ccc(-c2csc(Nc3ccccn3)n2)cc1	-4	0.0	1	.	-12	-4	-59	-1
CCOc1ccccc1NS(=O)(=O)c1cc2c3c(c1)CC(=O)N3CCC2	-5	-0.1	-5	0.3	-12	3	-2	4
Cc1cc2nc(C(C)(C)C)c(Cc3cccc(F)c3)n2c(C)c1Br	-2	-0.1	-15	0.0	-2	-10	-9	16
C[C@@H]1CN([C@H](C)CO)C(=O)c2cc(-c3ccncc3)cnc2O[C@H]1CN(C)C(=O)C1CCOCC1	1	-1.3	-3	-0.3	2	7	-3	1
C[C@@H]1CN([C@@H](C)CO)C(=O)c2cc(NC(=O)Cc3ccccc3)ccc2O[C@H]1CN(C)C(=O)Nc1ccc(F)cc1	-15	-1.4	2	-2.0	-3	4	7	-1
CC1CCN(CCCNC(=O)CN2CCN(Cc3ccc(Cl)cc3)C2=O)CC1	9	0.0	-11	-0.3	-10	-7	-7	0
COCCN1C(=O)N[C@@H](CCc2ccccc2)[C@H](C(C)=O)[C@H]1C	-6	0.0	-10	1.0	-10	2	4	5
COc1cccc(NC(=O)CN2C(=O)NC(C)(c3ccc(C)cc3)C2=O)c1 (stereo unspecified)	-5	0.2	-2	11	-8	-1	-11	4
Cc1cc(CNC(=O)Nc2ccc3c(c2)OCO3)nn1C	-2	.	7	.	-6	-6	20	4
Cc1ccc(C(=O)COC(=O)c2cc(C)no2)c(C)c1	-8	0.0	-5	0.1	-12	3	6	-7
C[C@H]1CN([C@@H](C)CO)C(=O)c2cccc(NC(=O)Nc3cccc4ccccc34)c2O[C@@H]1CN(C)C(=O)Nc1ccccc1	-12	-0.2	3	0.1	-2	0	2	-8
CCN1CCN(C(=O)c2cc3cc(F)ccc3[nH]2)CC1	3	0.5	1	.	-9	2	3	1

Full records from above. Order of screens: RAD54 branch, Xi reactivation, S100A4 MyoIIA, E-sel inducer, RAD52 inh, ERp5 inh, esBAF inh, ERAP1 HTS inh
Profile of `Cc1cc2nc(C(C)(C)C)c(Cc3cccc(F)c3)n2c(C)c1Br` = -2, -0.1, -15, 0.0, -2, -10, -9, 16
Profile of `Cc1ccc(-c2csc(Nc3ccccn3)n2)cc1` = -4, 0.0, 1, ., -12, -4, -59, -1

Following part.
SMILES	RAD54 branch	Xi reactivation	S100A4 MyoIIA	E-sel inducer	RAD52 inh	ERp5 inh	esBAF inh	ERAP1 HTS inh
Clc1cccc(Cl)c1OCCOCCNCc1ccccc1	-12	0.0	-9	.	-50	5	-1	-3
O=C(C1=C[C@@H](c2ccccc2)C[C@@H](OCCCCO)O1)N1CCOCC1	3&7	0.0	?	0.0	0&-19	-7&2	3	1&-2
CCCCN(CCCC)CCNC(=O)CN1C(=O)CSc2ccc(S(=O)(=O)N3CCOCC3)cc21	2	0.0	-8	.	-6	-3	3	0
Cc1ccc(C(=O)OC(C(=O)Nc2ccc(Cl)cc2C(F)(F)F)c2ccccc2)cc1 (stereo unspecified)	.	0.0	-1	.	-16	0	.	2
COc1ccccc1N1CCN(S(=O)(=O)c2ccc(-n3cnnn3)cc2)CC1	-2	0.1	-6	.	-12	2	3	3
CO[C@H]1CN(C)C(=O)c2cc(NC(C)=O)ccc2OC[C@@H](C)N(C(=O)C2CC2)C[C@H]1C	-9	0.0	5	0.5	9	-4	-4	.
COc1ccc(NC(=O)N2CCCCN3[C@@H](CO)[C@H](c4ccc(C#Cc5ccccn5)cc4)[C@@H]3C2)cc1	23	0.2	17	-0.4	38	2	2	0
O/N=C\c1ccc(-c2ccccc2)o1	.	-0.1	-1	.	-12	-2	55*	-1
O=C(Nc1ccc(S(=O)(=O)Nc2nccs2)cc1)c1cc(-c2ccccn2)nc2ccccc12	.	0.0	-4	.	-62	-5	.	-10
COc1ccc(C(=O)NCCC2=CCCCC2)cc1[N+](=O)[O-]	-2	-0.1	-9	1.2	-13	4	17	2
CCCNC(=O)Nc1ccc2c(c1)C(=O)N(C)C[C@@H](OC)[C@@H](C)CN(C(=O)C1CCC1)[C@H](C)CO2	1	-0.3	-2	0.0	-2	0	-4	0
COc1ccccc1-c1ccc2nnc(SC)n2n1	8	0.0	-4	.	-5	-6	-3	6
C[C@H]1CN([C@@H](C)CO)C(=O)CCCn2cc(nn2)CO[C@@H]1CN(C)C(=O)Nc1cccc(C(F)(F)F)c1	-5&-2&6	0.0&-0.1	2&-20&15	0.0&-0.3	2&-2&4	6&-3&1	-7&-3&3	7&1&1
Cc1sc2nc(CSc3ccc([N+](=O)[O-])c(C(F)(F)F)c3)[nH]c(=O)c2c1C	.	0.1	16	0.5	-128	-3	-2	0
O=C(Cc1cccc(NC(=O)C2CCN(S(=O)(=O)c3cccc([N+](=O)[O-])c3)CC2)c1)Nc1cccc(C(=O)N2CCOCC2)c1	10	0.0	0	0.4	-11	-6	0	9
Nc1ncnc2c1ncn2[C@@H]1O[C@H](C(=O)N[C@@H](CCc2ccccc2)C(=O)N2CCN(C(=O)N3CCCCC3)CC2)[C@@H](O)[C@H]1O	.	0.2	-1	-0.2	-6	0	.	2
NC1=NC(c2ccccc2)N=C(Nc2ccccc2)N1 (stereo unspecified)	.	0.0	-4	.	-20	4	.	-4
COc1cccc(/C=C/C(=O)Nc2ccc(N3CCOCC3)cc2)c1OC	-2	0.1	-3	-1.6	-7	3	.	-2
O=C(Nc1ccccc1)c1cccnc1N1CCOCC1	9	.	-4	.	0	2	3	2
Cc1ccc(S(=O)(=O)NOCc2ccccc2)cc1	-5	-0.1	-10	1.1	-13	1	-7	-1
CCOc1ccc(NC(=O)CCNS(=O)(=O)c2cccc3nonc23)cc1	.	0.6	-14	.	-22	10	-8	2
COc1ccc(C(=O)NCCc2ccc(Cl)cc2)cc1S(=O)(=O)N1CCCCC1C (stereo unspecified)	7	0.1	11	0.6	-7	0	-3	2
CC(=O)c1c(C)oc2ccc(NS(=O)(=O)c3ccc(C(=O)O)cc3)cc12	2	0.0	1	3.6	-11	-4	0	2
COc1ccccc1NC(=O)N1CC[C@@H]2[C@H]1c1cc(-c3ccc(F)cc3)ccc1N(C)[C@H]2CO	8	0.1	2	-0.6	30	-1	-2	0
Cc1ccc(S(=O)(=O)N2C[C@H]3C(=O)C[C@@H]4C(=O)N(c5ccccc5)C(=O)[C@@H]4[C@@H]3C[C@H]2c2cccs2)cc1	0	0.0	-1	.	-19	-3	1	.
C[C@H]1CN([C@@H](C)CO)C(=O)Cc2cc(NC(=O)Nc3ccccc3)ccc2O[C@@H]1CN(C)S(=O)(=O)c1cccs1	0	-0.6	-10	0.4	-13	0	0	-3
CCC(=O)N(C)C[C@H]1Oc2cc(-c3ccccc3)ccc2S(=O)(=O)N([C@H](C)CO)C[C@H]1C	8	0.4	-10	-0.3	7	0	-7	0
O=C(c1cccnc1)N1CC(=O)N2[C@H](CO)[C@H](c3ccc(C#CCC4CCCC4)cc3)[C@H]2C1	.	0.1	5	0.2	-6	-5	.	0
CN1CCCN(S(=O)(=O)c2ccccc2)c2nc3ccccc3nc21	-13	0.3	7	-0.3	-27	1	-4	2
CC1(C)C=Cc2cc3ccc(=O)oc3cc2O1	-2	.	1	.	-4	8	34	1
O=C(NNc1cc(Cl)cc(Cl)c1)C1CCC1	.	0.0	-4	.	-12	-9	.	.
Cc1ccc(S(=O)(=O)N(C)C)cc1NC(=O)CCc1ccccc1	.	0.1	5	.	-6	4	.	0
Cc1ccc(S(=O)(=O)N2C3CCCCC3O[C@H]2CC(=O)c2cccc3ccccc23)cc1 (stereo partly specified)	.	0.0	-1	0.6	-8	-5	.	-5
COc1ccc(CN(C)CC(=O)Nc2ccccc2C(=O)NC2CC2)cc1	-4	1.3	-4	0.6	-13	5	-5	1
C=CCn1c(SCCN2C(=O)c3ccccc3C2=O)nc2scc(-c3ccccc3)c2c1=O	-10	.	-8	.	-7	4	2	-2
CCOC(=O)C1(C)CCCCCN1C(=O)/C=C/c1ccccc1 (stereo unspecified)	4	0.8	13	-0.1	-3	2	-2	-1
O=C(N/N=C/c1ccc2ncccc2c1)c1cc(-c2cccs2)nc2ccccc12	0	0.0	1	-0.8	-25	-4	26	.
CC1CCN(CCOCCOc2ccc(Cl)cc2Br)CC1	4	.	1	.	52*	-2	-11	-4
O=C(O)C1C2C=CC(C2)C1C(=O)NCCCc1ccccc1 (stereo unspecified)	.	0.1	-1	.	-6	5	.	-2
Cc1cc(C)cc(NC(=O)C(Nc2ccccc2)c2ccccc2)c1 (stereo unspecified)	.	0.0	-4	.	-9	-1	.	-3
CCOC(=O)c1c(NC(=O)C(C)Sc2c[nH]c3ccccc23)sc2c1CCC2 (stereo unspecified)	5	0.5	0	0.1	-11	-4	-2	7
Cc1ccc(NC(=S)NCC23C=CC(O2)C2C(=O)N(c4ccc(C)cc4)C(=O)C23)cc1 (stereo unspecified)	-16	0.2	1	0.1	-37	3	.	2
